NR2E3 ag-1: activates human NR2E3 receptor; Q9Y5X4; 0.35% of 360,000 active; AID 602229; CHO-S Gal4-NCOR/VP16-NR2E3 two-hybrid, luciferase; inhibition of corepressor binding, % at 3.98 µM;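 active = inhibition above the mean of all tested compounds plus 3 SD, cut at about 70% in these data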;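 also: 0% = DMSO with NR2E3 transfected cells and 100% = cells lacking NR2E3 construct; higher means lower luciferase signal from less NR2E3 corepressor binding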
Target sequence (Q9Y5X4 whole entry, looked up, the tested form may be a part): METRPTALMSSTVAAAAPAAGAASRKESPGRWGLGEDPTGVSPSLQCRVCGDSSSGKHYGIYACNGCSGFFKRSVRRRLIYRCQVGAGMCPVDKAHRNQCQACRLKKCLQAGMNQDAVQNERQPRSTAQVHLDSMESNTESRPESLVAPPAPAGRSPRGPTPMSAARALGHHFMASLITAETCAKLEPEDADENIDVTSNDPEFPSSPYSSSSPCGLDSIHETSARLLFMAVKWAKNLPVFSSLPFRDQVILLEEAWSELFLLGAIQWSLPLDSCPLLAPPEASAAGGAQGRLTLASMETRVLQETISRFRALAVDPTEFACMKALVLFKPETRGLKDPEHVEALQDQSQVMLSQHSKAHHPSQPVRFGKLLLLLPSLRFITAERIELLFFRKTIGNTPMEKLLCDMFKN
Exocytosis inh: blocks lytic granule exocytosis; TALL-104 LAMP-1 surface exposure, flow cytometry; cells stimulated with thapsigargin and PMA; inhibition, % at 10 µM; 0.66% of 360,000 active; AID 651702;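 active = inhibition above about 55%, limit read from the data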
hiPSC survival: enhancers of human iPSC single-cell survival. hiPSC single-cell survival, ATPlite luminescence; 100% = ROCK inhibitor wells, 0% = DMSO. survival enhancement, % at 20 µM. 0.044% of 360,000 active. AID 602274; in the data active = survival enhancement above about 18%;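 also: cells exposed to compounds for 16 hours before the ATP read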
NR2E3 ag-2: activates human photoreceptor nuclear receptor NR2E3. AID 2300. inhibition of corepressor binding, % at 4.78 µM. 0.12% of 320,000 active. GST-NR2E3/biotin-RetCOR TR-FRET, 1536-well;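 active = percent inhibition above the cutoff of mean plus 3 SD of all tested compounds, set per screening campaign, cut at about 20% in these data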;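 also: 0% = DMSO wells and 100% = biotin wells as full block of FRET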
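System: GST-tagged NR2E3 plus biotinylated RetCOR corepressor; Amount: 1.35 nM GST-tagged NR2E3 final; Dosing: single nominal compound dose of 4.8 µM; Schedule: 5 h incubation at 4 °C; Technique: TR-FRET with europium anti-GST and streptavidin-D2, 340 nm excitation; Controls: biotin wells as high control, 0.6% DMSO wells as low control.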
PDI inh: PDI (human) enzyme inhibition; AID 588391; 0.052% of 350,000 active; PDI insulin aggregation turbidity, A650, 90 min; inhibition, % at 10 µM; P07237;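 active = mean inhibition across replicates of 30% or more, whatever share of single replicates reach that level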;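 also: absorbance from insulin aggregation driven by PDI reduction with DTT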
Target sequence (P07237 whole entry, looked up): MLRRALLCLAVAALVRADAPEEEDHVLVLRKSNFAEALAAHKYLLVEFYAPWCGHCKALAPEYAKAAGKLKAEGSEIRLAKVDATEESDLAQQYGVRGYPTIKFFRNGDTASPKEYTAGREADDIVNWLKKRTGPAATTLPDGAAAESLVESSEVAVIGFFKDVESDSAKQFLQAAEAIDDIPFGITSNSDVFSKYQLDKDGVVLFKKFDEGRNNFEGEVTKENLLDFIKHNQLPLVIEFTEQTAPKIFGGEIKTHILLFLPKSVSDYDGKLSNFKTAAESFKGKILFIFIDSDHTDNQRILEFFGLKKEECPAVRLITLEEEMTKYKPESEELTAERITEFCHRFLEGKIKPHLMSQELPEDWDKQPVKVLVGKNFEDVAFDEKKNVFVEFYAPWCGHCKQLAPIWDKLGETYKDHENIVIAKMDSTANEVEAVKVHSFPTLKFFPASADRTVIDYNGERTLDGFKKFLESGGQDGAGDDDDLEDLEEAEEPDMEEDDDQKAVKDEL
Vif imaging: blocks HIV Vif function | inhibition, % at 7.49 µM | 0.35% of 340,000 active | HEK293T cells, Vif self-association by quenched fluorescence, imaging, 24 h; in the data active = inhibition above about 50%, passing the limit was not always enough; also: some results filed as inactive read as strong as hits
Peg3 promoter: Peg3 promoter activity inhibition. 1.7% of 360,000 active. HeLa PEG-Prom luciferase reporter, luminescence, overnight. inhibition, % at 20 µM;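 active = inhibition of at least 50% at 20 µM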
MITF TRPM1 inh: reduces MITF-dependent TRPM1 promoter luciferase signal | SK-MEL-5 TRPM1 promoter luciferase, 24 h | inhibition, % at 12.5 µM | 0.83% of 330,000 active;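 active = mean inhibition across replicates of 60% or more, whatever share of single replicates reaches that level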; also: values of inactives mirror those of a sister screen read the other way
aDG glyco act: alpha-DG glycosylation activation; Pro5-aDG cells, alpha-DG glycosylation AlphaScreen (IIH6); 0% Pro5, 100% B10-LARGE cell signal; activation, % at 10 µM; 0.22% of 360,000 active; AID 624168;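 active = activation of at least 8% versus controls, or a plate z-score of at least 8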;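 also: Pro5 are CHO cells carrying HIG-tagged alpha-DG that lacks glycosylation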
HIF-2a inh: HIF-2a inhibition. 0.72% of 360,000 active. 786-0 RCC cells HIF-2a reporter, luciferase luminescence, overnight. AID 624352. inhibition, % at 18.8 µM;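 active = inhibition of the luminescence signal of 40% or more relative to plate controls, in a single-dose primary screen at 18.75 µM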
CaV13 FRET inh: Disruptors of the CACNA1D IQ motif to Ca2+-dependent inactivation inhibitor domain association, primary screening, Förster resonance energy transfer in intact living …; HEK cells, CFP/YFP FRET ICDI-IQ, plate reader, 10 min; percent FRET-ratio fall versus neutral wells; inhibition, % at 12.3 µM; 0.098% of 340,000 active;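 active = mean replicate inhibition of at least 30% and at least 1% of replicates passing that level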;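 also: 0% = median of the neutral control wells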
* = called active by the depositor; nt = no result given.

SMILES | NR2E3 ag-1 | Exocytosis inh | hiPSC survival | NR2E3 ag-2 | PDI inh | Vif imaging | Peg3 promoter | MITF TRPM1 inh | aDG glyco act | HIF-2a inh | CaV13 FRET inh
O=C(CSc1n[nH]c(-c2ccc(Cl)cc2Cl)n1)Nc1ccccn1 | -8 | -3 | 4.6 | 1 | -3 | 4 | 12 | -230 | 0.5 | 3 | nt
O=[N+]([O-])c1cc([N+](=O)[O-])c2nonc2c1Nc1ccccc1O | -30 | 2 | -0.3 | nt | 12 | -5 | -19 | 9 | 1.9 | 14 | -3
COc1nc(Nc2ccc(-c3nc4ccccc4o3)cc2)nc(N2CCOCC2)n1 | 11 | -5 | -3.1 | -5 | 1 | 22 | -1 | -1 | -0.4 | 14 | 1
COCOc1ccc(C=O)cc1OCOC | -15 | 1 | -1.4 | -5 | nt | 16 | 2 | -5 | 0.2 | -5 | nt
COC(=O)c1ccccc1-n1c(C)nc(=O)c(-c2ccccc2)c1C | -1 | 3 | -0.3 | nt | -4 | -12 | -3 | 9 | -0.1 | 8 | -1
COc1ccc(N(CC(=O)N2CCN(c3cccc(C)c3C)CC2)S(=O)(=O)c2c(C)noc2C)cc1 | -25 | 27 | 0.2 | -2 | 7 | -5 | 6 | 11 | 0.4 | 7 | -2
Cc1ccc(S(=O)(=O)CCC(=O)Nc2ccccc2Cl)cc1 | 5 | 1 | 0.2 | 0 | 9 | 2 | 10 | -7 | 0.1 | 6 | -21
CNC(=O)CSc1nccn1Cc1ccc(Cl)cc1 | -13 | 2 | -0.6 | 1 | 15 | -7 | 6 | 0 | 0.0 | 7 | -7
O=C(COC(=O)CCCNC(=O)c1ccc(Cl)cc1)Nc1ccc(Br)cc1 | 9 | -2 | -1.6 | -1 | 11 | 11 | 16 | -11 | -0.2 | 19 | -8
COc1cccc(OC)c1OCCOCCN1CCN(C)CC1 | -23 | 4 | 0.3 | 4 | 2 | nt | 4 | 1 | 0.0 | 16 | -2
CC12CC3CC(C)(C1)CC(Nc1nc(N4CCOCC4)nc4ccccc14)(C3)C2 | -33 | 1 | 2.4 | -1 | 3 | 0 | 12 | 5 | 0.8 | 19 | -5
CCC(=O)Oc1ccc(-c2nc(-c3cccnc3)no2)cc1 | -119 | 1 | -0.1 | 1 | -4 | 7 | -141 | -50 | -0.4 | -172 | -4
CS(=O)(=O)Cc1ccc(C(=O)NC2CCN(Cc3ccccc3)C2)cc1 (stereo not given) | -6 | 9 | 1.7 | -2 | 5 | -6 | 11 | -13 | -0.1 | 9 | -2
O=C(COC(=O)CCC(=O)c1cccs1)NC1CC1 | -18 | 0 | -0.7 | -1 | 2 | 9 | 8 | 0 | -0.1 | 17 | -20
COc1cc(OC)c2c(-c3cccc(-c4ccoc4)c3)cc(=O)oc2c1 | -22 | 3 | 0.4 | nt | -2 | 3 | 25 | 40 | 0.0 | 10 | -6
O=C(NC1CC1)C1=C[C@H](c2csc3ccccc23)C[C@H](OCc2ccc(CO)cc2)O1 | 17 | -6 | 0.3 | -2 | -1 | -2 | 20 | 6 | -0.1 | 5 | -6
CC(=O)c1cc2c(cc1NC(=O)c1cccc(S(=O)(=O)N3CCN(C)CC3)c1)OCO2 | 2 | 2 | 0.4 | 3 | -4 | -3 | 0 | 11 | -0.1 | 3 | 3
CC1CCN(C(=O)c2ccc3c(Cl)c4c(nc3c2)CCCC4)CC1 | 23 | -2 | 3.5 | 0 | 3 | -3 | -43 | -2 | 0.4 | -108 | -4
CCC(=O)Nc1nnc(S(=O)(=O)N2c3ccccc3CC2C)s1 (stereo not given) | -16 | -6 | 3.6 | -2 | -3 | -4 | 3 | 1 | 0.0 | 10 | -6
CCCCN1/C(=C/c2ccc3ccccc3[n+]2CC)Sc2ccccc21 | 80* | 74* | -1.3 | nt | 6 | 0 | 48 | 69* | 8.4* | -33 | nt
CC(=O)N1N=C(c2ccncc2)OC12CCCC2 | -5 | 2 | -2.1 | 3 | 1 | -1 | 6 | 2 | 0.0 | 22 | nt
CCCCn1c(N)c(N(CCOC)C(=O)c2ccc(-c3cccc(C(F)(F)F)c3)o2)c(=O)[nH]c1=O | 14 | 1 | 0.2 | -2 | -2 | nt | -1 | 0 | 0.8 | 7 | -6
Cc1cccc(-c2noc(CNS(=O)(=O)c3ccccc3)n2)c1 | -14 | -1 | -0.3 | -1 | -4 | -3 | -60 | -16 | 0.1 | -50 | -5
CCC(Oc1ccccc1)C(=O)Nc1cc(Cl)ccc1-n1cncn1 (stereo not given) | -25 | -6 | -0.5 | -2 | 5 | 0 | 0 | 2 | 0.3 | 1 | -16
COC(=O)CSc1nnc(-c2ccc3c(c2)OCO3)n1C | 15 | -3 | 3.7 | 1 | -5 | 7 | 6 | 0 | 0.1 | 2 | -5
Cc1ccc2oc(-c3cccc(NC(=O)c4ccccn4)c3)nc2c1 | -166 | -2 | 0.4 | 4 | 5 | -4 | -238 | -19 | -0.1 | -195 | -2
COc1ccc(C2=CC(=O)N(Nc3ccccc3)C2=O)cc1 | -9 | 3 | -0.3 | -1 | -4 | -3 | 40 | nt | -0.4 | 34 | -7
CCOC(=O)N1CCN(C(=O)C2CCN(S(=O)(=O)c3cc(OC)ccc3OC)CC2)CC1 | -7 | 3 | -1.1 | 1 | -4 | -2 | 12 | -10 | 0.2 | 12 | -3
COc1ccc(NC(=O)COc2ccc3c(c2)CCC3)cc1 | -8 | 2 | 0.9 | -2 | 2 | 11 | -55 | -9 | -0.2 | -97 | -5
CCc1ccc(NC(=O)[C@@H](NC(=O)[C@@H]2Cc3ccccc3CN2)C(C)CC)cc1 (stereo not given in full) | -37 | 3 | 0.0 | -3 | 0 | 0 | -50 | -1 | 0.3 | -85 | -15
O=C(C1CCN(S(=O)(=O)c2ccc(Cl)cc2)CC1)N1CCN(c2ccccn2)CC1 | 11 | 2 | -0.2 | -2 | 3 | -2 | 16 | 0 | -0.1 | 10 | -12
COc1cccc(/C=C(/C#N)c2nc3ccccc3[nH]2)c1OC(C)C(=O)O (stereo not given) | -69 | 2 | -0.2 | 1 | 1 | 10 | 26 | -14 | 0.0 | -179 | -18
COc1ccc(C(=O)n2nc(-c3ccccc3)nc2N)cc1OC | -15 | -7 | 0.8 | -2 | 1 | nt | 20 | -4 | -0.2 | 8 | -2
COc1cccc(NC(=O)c2ccn(C)n2)c1 | -63 | -4 | -0.4 | 0 | 1 | 1 | -170 | -23 | -0.2 | -132 | -5
Cc1c(Cl)cccc1NC(=S)NN | -28 | -4 | -0.8 | 0 | 3 | 2 | 8 | 8 | 0.4 | 19 | -6
CCN(CCO)c1cc(Cl)nc(SC)n1 | -1 | 0 | 1.9 | 2 | -5 | -4 | 7 | 5 | 0.0 | 10 | -8
CN1CCN(C(=O)CC2C(=O)NCCN2Cc2ccc(-c3ccccc3)cc2)CC1 (stereo not given) | -12 | 0 | 5.7 | 3 | 3 | -3 | 7 | 10 | 0.2 | 2 | -5
COc1ccc(NC2CCCN(C(=O)c3cccnc3SC)C2)cc1OC (stereo not given) | 15 | -2 | -0.1 | 1 | 8 | 5 | 4 | 7 | 0.1 | 6 | -3
O=C1CCCc2nc3c(cc21)C(O)Oc1ccccc1-3 (stereo not given) | 2 | -2 | -0.3 | 2 | 3 | 0 | -7 | -13 | 0.3 | -54 | 4
CCCCNC(=O)OCCNC(=O)Oc1cccc(C)c1 | -19 | -1 | 6.4 | 0 | 2 | -20 | 14 | -2 | 0.0 | 16 | nt
COC(=O)CCC(=O)NNC(=O)c1ccc([N+](=O)[O-])cc1 | -12 | 8 | -0.9 | 4 | 1 | -2 | 2 | nt | 0.1 | 12 | -6
COc1cc(C)ccc1OCC(=O)OCC(=O)c1ccc[nH]1 | -14 | 3 | -0.6 | nt | 6 | 0 | 11 | -10 | -0.1 | 3 | -5
CN(CC(=O)Nc1cccc2ccccc12)C(=O)c1cccc(S(=O)(=O)N(C)C)c1 | 14 | -4 | -0.8 | 3 | 1 | 18 | -2 | 13 | 0.3 | 1 | -2
CC1CCC(NC(=O)COC(=O)CCC(=O)c2ccc(Cl)s2)CC1 (stereo not given) | -11 | -2 | 0.2 | 2 | 1 | 23 | -4 | -10 | -0.1 | 6 | -4
O=C(O)c1ccc(/C=N\Nc2ccc(S(=O)(=O)N3CCOCC3)cc2[N+](=O)[O-])cc1 | -4 | 2 | -0.4 | -2 | -3 | -1 | 3 | -2 | -0.1 | 16 | -7

Another view of some results above:
Structure,NR2E3 ag-1,Exocytosis inh,hiPSC survival,NR2E3 ag-2,PDI inh,Vif imaging,Peg3 promoter,MITF TRPM1 inh,aDG glyco act,HIF-2a inh,CaV13 FRET inh
CCN(CCO)c1cc(Cl)nc(SC)n1,-1,0,1.9,2,-5,-4,7,5,0.0,10,-8
O=C1CCCc2nc3c(cc21)C(O)Oc1ccccc1-3 (stereo not given),2,-2,-0.3,2,3,0,-7,-13,0.3,-54,4

Continuation.
SMILES | NR2E3 ag-1 | Exocytosis inh | hiPSC survival | NR2E3 ag-2 | PDI inh | Vif imaging | Peg3 promoter | MITF TRPM1 inh | aDG glyco act | HIF-2a inh | CaV13 FRET inh
COc1ccc(S(=O)(=O)Nc2ccc(C)cc2)cc1OC | -15 | -1 | 2.4 | 2 | 2 | 5 | 1 | -9 | 0.0 | 9 | -4
COc1ccc(S(=O)(=O)Nc2ccc(Nc3ccccc3)cc2)cc1 | -9 | 16 | -0.6 | -3 | 2 | 15 | 21 | nt | -0.1 | 18 | -5
CN(C(=O)c1ccc(S(=O)(=O)N2CCCCC2)cc1)C1CCS(=O)(=O)C1 (stereo not given) | -14 | 3 | -0.5 | -4 | 5 | -6 | 8 | -4 | -0.1 | 6 | -4
COc1ccc(-c2nc3ncccn3c2Br)cc1 | -59 | 4 | -0.8 | 0 | -2 | 0 | -196 | -23 | 0.5 | -223 | 1
COc1cccc(NC(=O)c2cnc[nH]2)c1 | -50 | 3 | -0.6 | 3 | -54 | -12 | -54 | 6 | -0.1 | -74 | -21
O=C(COc1ccccc1)NCC(=O)N1CCCC(C(F)(F)F)C1 (stereo not given) | -5 | 0 | -0.2 | nt | -3 | -2 | 1 | -2 | 0.3 | 6 | -7
O=C(Cn1ccc(=O)[nH]c1=O)Nc1ccc(C(=O)O)c(O)c1 | 16 | -12 | 1.4 | 2 | -6 | -8 | 6 | -6 | 0.0 | 9 | -4
Cc1cccc(NC2=NC(C)(C)N=C(N)N2)c1C | -10 | 1 | -1.7 | 0 | -5 | 24 | 6 | -3 | -0.2 | 9 | -4
CCOC(=O)CCCCC(=O)c1[nH]c(=O)[nH]c1C[n+]1ccc(C)cc1 | -19 | 1 | -0.1 | -149 | 3 | 13 | 13 | 0 | -0.1 | 8 | -6

Compound activity as filed in PubChem BioAssay.
